Compound activity (PubChem BioAssay)
EPAC2 ag: activates human EPAC2 exchange factor. Q8WZA2. EPAC2 activation, biochemical qHTS; response scale: 100% = 6.5 mM cAMP response. 360,000 tested, 0.079% active. AID 720711. Potency, µM (series often up to 154 µM), for the others: at the top dose activation, usual class: activators; further: potency means the concentration at half of the fitted maximal effect; nearly all actives have a fitted effect of over 50% in size
Target sequence (Q8WZA2 whole entry, looked up): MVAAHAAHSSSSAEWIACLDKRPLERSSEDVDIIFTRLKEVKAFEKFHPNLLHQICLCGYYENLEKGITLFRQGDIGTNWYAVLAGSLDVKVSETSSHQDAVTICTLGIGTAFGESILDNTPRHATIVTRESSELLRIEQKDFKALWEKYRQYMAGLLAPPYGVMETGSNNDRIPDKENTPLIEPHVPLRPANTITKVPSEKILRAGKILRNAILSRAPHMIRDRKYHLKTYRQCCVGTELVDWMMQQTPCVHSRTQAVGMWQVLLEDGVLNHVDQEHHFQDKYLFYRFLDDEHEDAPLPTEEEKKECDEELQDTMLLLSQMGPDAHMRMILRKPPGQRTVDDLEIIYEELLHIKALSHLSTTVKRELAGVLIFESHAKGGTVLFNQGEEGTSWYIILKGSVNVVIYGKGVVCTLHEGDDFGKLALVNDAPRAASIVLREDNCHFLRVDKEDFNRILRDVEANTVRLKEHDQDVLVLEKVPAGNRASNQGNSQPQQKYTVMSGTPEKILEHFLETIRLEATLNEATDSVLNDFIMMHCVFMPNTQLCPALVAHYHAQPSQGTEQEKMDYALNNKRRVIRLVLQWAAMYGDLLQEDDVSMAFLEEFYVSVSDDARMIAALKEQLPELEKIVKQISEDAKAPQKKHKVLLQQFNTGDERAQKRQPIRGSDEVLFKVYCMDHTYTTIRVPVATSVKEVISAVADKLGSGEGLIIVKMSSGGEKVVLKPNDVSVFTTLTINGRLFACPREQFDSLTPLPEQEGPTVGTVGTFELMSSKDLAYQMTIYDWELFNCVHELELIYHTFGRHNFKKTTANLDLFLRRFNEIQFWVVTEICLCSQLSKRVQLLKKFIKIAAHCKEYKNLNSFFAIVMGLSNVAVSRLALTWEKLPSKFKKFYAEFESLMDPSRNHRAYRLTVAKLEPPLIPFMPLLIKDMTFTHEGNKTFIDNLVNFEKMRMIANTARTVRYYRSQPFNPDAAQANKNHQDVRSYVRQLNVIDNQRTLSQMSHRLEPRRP
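qHTS, titration series. 100 nM EPAC2 / 250 nM Rap1B-BODIPY-GDP / 50 uM GDP; RT; ex 480/em 540 nm, 5-min reads to 30 min. Norm. to 6.5 mM cAMP = activation.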
MmCpn inh: inhibitors of Methanococcus maripaludis chaperonin (MmCpn); 330,000 tested, 0.031% active; Potency, µM (series often up to 76.9 µM), for inactives: at the top dose activity, negative = inhibition, actives largely listed as inhibitors; purified Mm-Cpn ATPase, ADP Transcreener TR-FRET; further: potency means the concentration at half of the fitted maximal effect; on the % scale 0 is the no-effect control and ±100 the full control effect; nearly all actives have a fitted effect of over 80% in size
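Purified archaeal Mm-CPN (25nM final) preincubated 10 min at 37degC with compound, then 10uM ATP for 30 min at 37degC; ADP measured by HTRF Transcreener TR-FRET; buffer 30 mM TRIS pH 7.4, 100mM KCl, 5mM MgCl2, 1mM DTT.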
CCT modulator: cytosolic chaperonin activity modulation; 360,000 tested, 0.3% active; purified chaperonin ATPase assay, HTRF ADP detection, 30 min; AID 651819; activity change, % (no concentration beside the values), hits read low; in the data active means activity change below about -30%; further: on the % scale 0 is the no-effect control and ±100 the full control effect
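ATPase activity: ADP formed was measured by HTRF Transcreener (665/615 nm ratio) after 30 min at 37 deg C with 10 uM ATP. Compounds screened at one 76 uM concentration against 40 or 20 nM TRiC in Tris pH 7.4/KCl/MgCl2/DTT buffer.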
DRD3 agonist: activates the human D3 dopamine receptor | 410,000 tested, 0.58% active | D3R DiscoveRx beta-arrestin cells, luminescence, 90 min | max activation, % | AID 652048; in the data active means max activation above about 30%; further: 0% is about no effect; mostly tested at two doses, the higher about 12 µM
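Agonist mode: compounds and dopamine controls were applied to plated cells for 90 min at 37 degrees C after an overnight attachment at 1500 cells/well. Luminescent read-out followed 30 - 60 minutes at room temperature with DiscoveRx detection reagent.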
EPAC2 antag: antagonists of human EPAC2. 360,000 tested, 0.18% active. Potency, µM (highest dose often 114 µM), for inactives: at the top dose activity, negative = inhibition, most hits filed as inhibitors. EPAC2 GEF exchange of Rap1B-BODIPY-GDP, fluorescence. Q8WZA2; further: potency means the concentration at half of the fitted maximal effect; on the % scale 0 is the no-effect control and ±100 the full control effect; nearly all actives have a fitted effect of over 45% in size; many of its hits are not listed in these tables
pAkt inh: blocks phosphorylation of Akt. activity change, % for hits at 50 µM. 360,000 tested, 0.32% active. AID 651550. Neuro2A IGF-stimulated pAkt S473 HTRF, 20 min; active compounds read low; in the data active means activity change below about -80%; inconclusive means mostly about -51% to -80%; further: on the % scale 0 is the no-effect control and ±100 the full control effect
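Single-point screen (50 µM final compound) in Neuro2A cells stimulated 20 min with 6 nM IGF at 37 deg C. After lysis, Ser473-phosphorylated Akt read by HTRF (ex 330 nm, em 615/665 nm) as the 665/615 ratio.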
PTHR1 agonist: agonists of human PTHR1 parathyroid hormone receptor. Q03431. HEK293 GP2 PTHR1 cells, GloSensor cAMP luminescence, 1 h. Potency, µM (series often up to 115 µM), inactives show at the top dose activation, hits mostly activators. 410,000 tested, 0.075% active. AID 743266; further: potency means the concentration at half of the fitted maximal effect; nearly all actives have a fitted effect of over 55% in size; some results filed as inactive show a strong effect at the top dose; inactives centre near -15; many of its hits are not listed in these tables
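HEK-293-derived GP2 cells expressing PTHR1 and a GloSensor cAMP reporter, 3,000/well, plated overnight, given luciferin plus IBMX (each 0.5 mM as added) for 1 h at 37 °C, then compound for 1 h at 37 °C. Luminescence was read after 15 min at room temperature.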
D3 antag: D3 dopamine receptor (human) antagonism | AID 652054 | max response, negative = inhibition, % | 360,000 tested, 2.5% active | D3R cells, DiscoveRx beta-arrestin luminescence, antagonist mode; active compounds read low; in the data active means max response below about -50%; inconclusive means no clear call, values can overlap the other calls; further: on the % scale 0 is the no-effect control and ±100 the full control effect; mostly tested at two doses, the higher about 12 µM
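Cells expressing the human receptor were seeded at 1500 cells/well, incubated overnight at 37 degrees C in 5% CO2, then exposed to library compounds with dopamine controls for 90 minutes at 37 degrees C before luminescent detection.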
An asterisk follows results filed as active; [ ] = dose if it differs, or a comment. Unless noted, the call rests on the fitted dose curve; in most records, active means well fitted curve in the direction sought with a large enough effect; inconclusive means small, poorly fitted or top-dose-only effect, or another doubt; inactive means no such curve, though single readings can be large; an effect the other way counts as inactive or inconclusive. This is a subset. The share of hits here may be higher or lower than overall.

Results for CCCCc1ccc(NC(=O)CSc2nc(=O)n(CCN(CC)CC)c3c2CCCC3)cc1 ?
EPAC2 ag: -2%; MmCpn inh: -4%; CCT modulator: -0.5; DRD3 agonist: -22; EPAC2 antag: -7%; pAkt inh: inactive; PTHR1 agonist: inactive; D3 antag: -20

What do the screens show for `COc1ccc(CCNC(=O)C2CC2)cc1`?
EPAC2 ag: 11%; CCT modulator: -0.4; DRD3 agonist: -4; EPAC2 antag: -1%; pAkt inh: inactive; PTHR1 agonist: -3%; D3 antag: -14

What do the screens show for `COc1ccc(-c2cc3ccccc3c(=O)o2)cc1`?
EPAC2 ag: 15%; CCT modulator: 0.8; DRD3 agonist: 6; EPAC2 antag: -6%; pAkt inh: inactive; PTHR1 agonist: -55%[inhibitor]; D3 antag: 21

What do the screens show for `Cc1c(C(=O)NCc2cccc(C(F)(F)F)c2)sc(=O)n1Cc1cccc(F)c1`?
EPAC2 ag: 0%; CCT modulator: 0.3; DRD3 agonist: -9; EPAC2 antag: -21%; pAkt inh: inactive; PTHR1 agonist: inactive; D3 antag: -52*

How did O=C(Nc1cn(-c2ccccc2)nc1-c1ccc(F)cc1)c1ccccc1 do in these assays?
EPAC2 ag: -8%; MmCpn inh: 5%; CCT modulator: 0.5; DRD3 agonist: 0; EPAC2 antag: 21%; pAkt inh: inactive; PTHR1 agonist: -1%; D3 antag: 10

What do the screens show for `NC(=O)C1Cc2ccccc2CN1C(=O)c1cc(C2CC2)nn1-c1ccccc1` (stereo not drawn)?
EPAC2 ag: 5%; MmCpn inh: 0%; CCT modulator: 0.6; DRD3 agonist: -24; EPAC2 antag: -14%; pAkt inh: inactive; PTHR1 agonist: inactive; D3 antag: -28

What do the screens show for `COc1ccc(N2CCN(S(=O)(=O)c3ccc4c(c3)N(C(C)=O)CCO4)CC2)cc1`?
EPAC2 ag: 18%; MmCpn inh: -1%; CCT modulator: -0.9; DRD3 agonist: 6; EPAC2 antag: -1%; pAkt inh: inactive; PTHR1 agonist: inactive; D3 antag: 2

What do the screens show for `COc1ccc(-c2csc(C3=C(O)CN(Cc4ccc(Cl)cc4)C3=N)n2)cc1OC`?
EPAC2 ag: 6%; MmCpn inh: -13%; CCT modulator: -1.1; DRD3 agonist: -6; EPAC2 antag: 3%; pAkt inh: inconclusive; PTHR1 agonist: inactive; D3 antag: 7

How did O=C(OCc1cc(=O)n2c(n1)sc1ccccc12)c1cccc(O)c1 do in these assays?
EPAC2 ag: 7%; MmCpn inh: -1%; CCT modulator: 0.2; DRD3 agonist: 2; EPAC2 antag: -1%; pAkt inh: inactive; PTHR1 agonist: -1%; D3 antag: 14

Results for O=C(NC(=S)Nc1ccccc1O)c1cccnc1 ?
EPAC2 ag: 7%; MmCpn inh: 2%; CCT modulator: 2.9; DRD3 agonist: -19; EPAC2 antag: 24%; pAkt inh: inactive; PTHR1 agonist: -28%; D3 antag: -17

Results for CC(C)CC(c1nnnn1C(C)C)N1CCN(C(=O)c2ccco2)CC1 (stereo not drawn) ?
EPAC2 ag: 0%; MmCpn inh: -3%; CCT modulator: 1.6; DRD3 agonist: -2; EPAC2 antag: 4%; pAkt inh: inactive; PTHR1 agonist: inactive; D3 antag: -6

What do the screens show for `COc1ccc(N2CSC3=C(C#N)C(c4cccc(OC)c4OC)CC(=O)N3C2)cc1` (stereo not drawn)?
EPAC2 ag: 4%; MmCpn inh: -1%; CCT modulator: -0.7; DRD3 agonist: 4; EPAC2 antag: -22%; pAkt inh: inactive; PTHR1 agonist: inactive; D3 antag: 10

How did O=C(Cn1cnc([N+](=O)[O-])c1)Nc1ccc(Cl)cc1Cl do in these assays?
EPAC2 ag: 9%; CCT modulator: -3.9; DRD3 agonist: -12; EPAC2 antag: 25%; pAkt inh: inactive; PTHR1 agonist: -36%[inhibitor]; D3 antag: inconclusive

What do the screens show for `COc1ccc(CNS(=O)(=O)c2cc3c4c(c2)C(C)C(=O)N4CCC3)cc1` (stereo not drawn)?
EPAC2 ag: 2%; MmCpn inh: 0%; CCT modulator: 1.0; DRD3 agonist: 2; EPAC2 antag: 0%; pAkt inh: inactive; PTHR1 agonist: -16%; D3 antag: 24

Results for O=[N+]([O-])c1ccc2[nH]cc(S(=O)(=O)N3CCN(c4cccc(Cl)c4)CC3)c2c1 ?
EPAC2 ag: 9%; MmCpn inh: 1%; CCT modulator: -1.0; DRD3 agonist: -8; EPAC2 antag: 0%; pAkt inh: inactive; PTHR1 agonist: -1%; D3 antag: -19

What do the screens show for `O=C(NCc1csc2ccc(Cl)cc12)Nc1ccccc1`?
EPAC2 ag: 5%; MmCpn inh: -1%; CCT modulator: 0.2; DRD3 agonist: -13; EPAC2 antag: 3%; pAkt inh: inactive; PTHR1 agonist: inactive; D3 antag: -14

What do the screens show for `N#Cc1c(NC(=O)C2CC2)sc2c1CCCCC2`?
EPAC2 ag: -9%; MmCpn inh: -2%; CCT modulator: -1.0; DRD3 agonist: -6; EPAC2 antag: 5%; pAkt inh: inactive; PTHR1 agonist: -4%; D3 antag: 8

How did O=C(Nc1ccccc1NC(=O)c1csnn1)c1csnn1 do in these assays?
EPAC2 ag: 4%; MmCpn inh: -2%; CCT modulator: 0.0; DRD3 agonist: 0; EPAC2 antag: -16%; pAkt inh: inactive; PTHR1 agonist: inactive; D3 antag: -5

What do the screens show for `Cc1ccc(-c2csc(NCCc3nc4cc(Cl)c(Cl)cc4n3CCCO)n2)cc1`?
EPAC2 ag: 5%; CCT modulator: -0.2; DRD3 agonist: 70*; EPAC2 antag: -9%; pAkt inh: inactive; PTHR1 agonist: 10%; D3 antag: 5

How did COc1c(C)cc(S(=O)(=O)NCc2ccccn2)c(C)c1C do in these assays?
EPAC2 ag: -5%; MmCpn inh: -1%; CCT modulator: 1.3; DRD3 agonist: 10; EPAC2 antag: -3%; pAkt inh: inactive; PTHR1 agonist: inactive; D3 antag: 5

What do the screens show for `O=C(O)c1ccc(NS(=O)(=O)c2ccc3c(c2)C(=O)c2cc(S(=O)(=O)Nc4ccc(C(=O)O)cc4)ccc2-3)cc1`?
EPAC2 ag: 2%; MmCpn inh: 3%; CCT modulator: -2.3; DRD3 agonist: 5; EPAC2 antag: 5%; pAkt inh: inactive; PTHR1 agonist: inactive; D3 antag: 0

How did CCCc1cc(=O)oc2c(CN3CCOCC3)c(O)ccc12 do in these assays?
EPAC2 ag: 0%[15.6 µM]; MmCpn inh: -14%; CCT modulator: 3.2; DRD3 agonist: 5; EPAC2 antag: -1%; PTHR1 agonist: -11%[57.5 µM]; D3 antag: -21

Results for CSCCC(NC(=O)c1ccccc1)C(=O)OCC(=O)c1ccc[nH]1 (stereo not drawn) ?
EPAC2 ag: 13%; MmCpn inh: 2%; CCT modulator: -3.3; DRD3 agonist: 11; EPAC2 antag: 2%; pAkt inh: inactive; PTHR1 agonist: inactive; D3 antag: -19

Results for O=C(c1cccc(F)c1)N1CCN=C1SCc1cccnc1 ?
EPAC2 ag: 0%; MmCpn inh: -6%; CCT modulator: -1.2; DRD3 agonist: -12; EPAC2 antag: 29%; pAkt inh: inactive; PTHR1 agonist: -15%; D3 antag: 0

What do the screens show for `Cc1cc2oc(=O)cc(-c3ccccc3)c2c(C)c1-c1ccc(C#N)cc1`?
EPAC2 ag: 6%; MmCpn inh: -3%; CCT modulator: -3.3; DRD3 agonist: -8; EPAC2 antag: inconclusive; pAkt inh: inactive; PTHR1 agonist: -46%[inhibitor]; D3 antag: -2

How did CCOC(=O)C1=C(COC(=O)Cc2ccc(Cl)cc2)NC(=O)NC1C (stereo not drawn) do in these assays?
EPAC2 ag: 3%; MmCpn inh: 1%; CCT modulator: 0.7; DRD3 agonist: 14; EPAC2 antag: -9%; pAkt inh: inactive; PTHR1 agonist: -25%; D3 antag: 23

What do the screens show for `CCOCCCNC(=O)c1ccc(NC(=O)C2CCCO2)cc1` (stereo not drawn)?
EPAC2 ag: 0%; MmCpn inh: 4%; CCT modulator: 1.8; DRD3 agonist: -8; EPAC2 antag: 0%; pAkt inh: inactive; PTHR1 agonist: inactive; D3 antag: -17

How did O=C(COc1ccc(Br)cc1CO)Nc1ccccc1F do in these assays?
EPAC2 ag: 5%; MmCpn inh: 0%; CCT modulator: 1.6; DRD3 agonist: -7; EPAC2 antag: -6%; pAkt inh: inactive; PTHR1 agonist: -16%; D3 antag: -22

What do the screens show for `COc1ccccc1CN(Cc1nc2ccccc2c(=O)[nH]1)C(=O)Nc1cccc(C)c1`?
EPAC2 ag: 10%; MmCpn inh: 1%; CCT modulator: -1.2; DRD3 agonist: -9; EPAC2 antag: -4%; pAkt inh: inactive; PTHR1 agonist: -8%; D3 antag: -5

Results for O=C(Cn1c(=O)oc2cc(S(=O)(=O)N3CCCC3)ccc21)N1CCN(c2ccccc2F)CC1 ?
EPAC2 ag: -1%; MmCpn inh: -2%; CCT modulator: -6.5; DRD3 agonist: -11; EPAC2 antag: -29%; pAkt inh: inactive; PTHR1 agonist: -11%; D3 antag: inconclusive

Results for CC(=O)NC(c1ccccc1)c1nc(-c2ccc3ccccc3c2)cs1 (stereo not drawn) ?
EPAC2 ag: 12%; CCT modulator: 0.7; DRD3 agonist: -3; EPAC2 antag: 9%; pAkt inh: inactive; PTHR1 agonist: -3%; D3 antag: 0

Grouped by structure, the entries above with a thiophene ring, fused or not.
What do the screens show for `O=C(NCc1csc2ccc(Cl)cc12)Nc1ccccc1`?
EPAC2 ag: 5%; MmCpn inh: -1%; CCT modulator: 0.2; DRD3 agonist: -13; EPAC2 antag: 3%; pAkt inh: inactive; PTHR1 agonist: inactive; D3 antag: -14

What do the screens show for `N#Cc1c(NC(=O)C2CC2)sc2c1CCCCC2`?
EPAC2 ag: -9%; MmCpn inh: -2%; CCT modulator: -1.0; DRD3 agonist: -6; EPAC2 antag: 5%; pAkt inh: inactive; PTHR1 agonist: -4%; D3 antag: 8
